Shiga inhibitor = Shiga toxin inhibition; Vero cells, Shiga toxin protein synthesis inhibition reporter; inhibition, % at 38.7 µM; actives 9.2% (n = 290,000); AID 2315; in the data active means inhibition mostly above about 28%, no sharp cut-off; inactive means mostly below about 43%; further: 0% is about no effect
Tb PYK inh = inhibitors of Trypanosoma brucei pyruvate kinase; TbPYK enzyme, Kinase-Glo Plus ATP luminescence, 45 min; Potency, µM (doses to about 76.8 µM), inactives show at the top dose activity, negative = inhibition, usual class: inhibitors; actives 0.12% (n = 410,000); further: potency means the concentration at half of the fitted maximal effect; on the % scale 0 is the no-effect control and ±100 the full control effect; nearly all actives have a fitted effect of over 50% in size
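Enzyme and substrate buffer are dispensed first and compound is pin-transferred. ADP at 130 uM final then starts the reaction, which runs 45 min at room temperature. Detection reagent is added for 10 min before luminescence is imaged.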
Pf growth 96h = inhibits malaria parasite growth, 96 h. Potency, µM (doses to about 28.7 µM), inactives show top-dose activity change, negative = inhibition, usual class: inhibitors. P. falciparum luciferase reporter growth, 96 h. actives 6.9% (n = 320,000); further: potency means the concentration at half of the fitted maximal effect; on the % scale 0 is the no-effect control and ±100 the full control effect
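Infected RBCs, 2% Hct / 0.05% parasitemia final; luciferase-reporter P. falciparum; cpd 96 h, 37 C, 5% CO2; luciferase detection reagent; luminescence.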
LmPK inhibitor = LmPK (Leishmania mexicana) enzyme inhibition; Q27686; purified LmPK, Kinase-Glo ATP luminescence, 1 h; Potency, µM (titrated, usually from 57.5 µM), for the others: top-dose activity change, negative = inhibition, usual class: inhibitors; actives 0.37% (n = 290,000); AID 1721; further: potency means the concentration at half of the fitted maximal effect; on the % scale 0 is the no-effect control and ±100 the full control effect
Target sequence (Q27686 whole entry, looked up): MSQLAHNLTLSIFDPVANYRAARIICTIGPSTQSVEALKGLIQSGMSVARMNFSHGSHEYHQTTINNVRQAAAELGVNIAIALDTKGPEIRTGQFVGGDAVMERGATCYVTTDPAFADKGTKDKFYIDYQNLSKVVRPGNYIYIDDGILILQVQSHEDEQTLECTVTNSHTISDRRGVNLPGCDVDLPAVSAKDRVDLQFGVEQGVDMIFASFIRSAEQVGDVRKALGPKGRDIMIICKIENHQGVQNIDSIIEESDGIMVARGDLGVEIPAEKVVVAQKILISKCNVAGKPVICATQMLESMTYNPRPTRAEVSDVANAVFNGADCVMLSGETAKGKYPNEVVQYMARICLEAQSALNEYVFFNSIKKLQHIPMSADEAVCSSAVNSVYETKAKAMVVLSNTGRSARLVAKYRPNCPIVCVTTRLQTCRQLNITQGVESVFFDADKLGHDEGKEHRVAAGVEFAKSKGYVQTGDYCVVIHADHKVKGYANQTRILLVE
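Purified LmPK (0.1 nM) converted ADP (0.1 mM) to ATP with PEP (0.5 mM) in imidazole buffer pH 7.2 with KCl and MgCl2, 1 h at room temperature. ATP was read by Kinase-Glo luminescence; data normalized to uninhibited and no-enzyme controls.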
Pf growth 48h = inhibits P. falciparum growth in the first generation, 48 h; P. falciparum luciferase growth in erythrocytes, 48 h; Potency, µM (highest dose often 28.7 µM), for the others: at the highest dose activity change, negative = inhibition, hits mostly inhibitors; actives 5.9% (n = 310,000); further: potency means the concentration at half of the fitted maximal effect; on the % scale 0 is the no-effect control and ±100 the full control effect
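Luciferase-expressing P. falciparum in infected erythrocytes (2% hematocrit, 0.1% parasitemia final) in RPMI 1640/0.5% Albumax were exposed to compound for 48 hours at 37 C, 5% CO2; growth read as luminescence.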
CHX counter = counter-screen hit for Shiga toxin inhibitors, cycloheximide | actives 12% (n = 300,000) | cell reporter, cycloheximide protein synthesis inhibition counterscreen | max response, %; in the data active means max response mostly above about 13%, no sharp cut-off; inactive means mostly below about 14%; further: read at 38.3 µM for the half of the compounds with a filed dose; 0% is about no effect
AmpC inh no detg = AmpC beta-lactamase inhibition without detergent. P00811. AmpC nitrocefin hydrolysis, absorbance 480 nm, 0.0001% Triton. Potency, µM (highest dose often 57.1 µM), without a hit: top-dose activity change, negative = inhibition, hits mostly inhibitors. actives 0.52% (n = 330,000);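 further: potency means the concentration at half of the fitted maximal effect; plate controls were no compound for no effect and no enzyme for full effect; nearly all actives have a fitted effect of over 20% in size; some results filed as inactive show a strong effect at the top dose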
Target sequence (P00811 whole entry, looked up): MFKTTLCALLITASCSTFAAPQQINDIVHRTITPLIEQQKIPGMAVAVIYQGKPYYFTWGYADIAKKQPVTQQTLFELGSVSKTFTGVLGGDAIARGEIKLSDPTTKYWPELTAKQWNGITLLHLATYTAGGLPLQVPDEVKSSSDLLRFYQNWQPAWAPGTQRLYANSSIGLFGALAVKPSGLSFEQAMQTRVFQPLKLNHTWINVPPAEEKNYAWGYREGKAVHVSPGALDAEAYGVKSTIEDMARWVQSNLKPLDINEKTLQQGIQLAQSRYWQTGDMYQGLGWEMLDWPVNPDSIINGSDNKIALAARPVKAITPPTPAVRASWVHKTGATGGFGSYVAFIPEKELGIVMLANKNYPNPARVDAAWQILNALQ
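AmpC (5.3 nM in the dispensed reagent) in 20 mM phosphate pH 7.0 with 0.01% (detergent screen) or 0.0001% Triton X-100 was preincubated with compounds for 15 min at room temperature. Nitrocefin was then added from an 800 uM solution, and hydrolysis was followed at 480 nm.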
An asterisk follows results filed as active; ? = inconclusive; . = not tested or not shown; [ ] = another dose, or the depositor's remark. Unless noted, the call rests on the fitted dose curve; in most records, active means well fitted curve in the direction sought with a large enough effect; inconclusive means small, poorly fitted or top-dose-only effect, or another doubt; inactive means no such curve, though single readings can be large; an effect the other way counts as inactive or inconclusive. An unsorted share of the library, and some 22% of all compounds hit somewhere here.

no.	structure	Shiga inhibitor	Tb PYK inh	Pf growth 96h	LmPK inhibitor	Pf growth 48h	CHX counter	AmpC inh no detg
1	COc1ccc(NC(=O)COC(=O)c2ccc(N3CCCC3=O)cc2)cc1OC	-11	-2%	-13%[5.75 µM]	-2%	.	-3	-9%
2	CCC1=C(OC(=O)N(CC)CC)N2C(=O)OC(=NCCOC)[C@]2(Cc2ccccc2)[C@H]2C1=CC[C@H]1C(=O)N(CC)C(=O)[C@H]12	-13	-8%	?	4%	13µM*	-3	200%[activator]
3	CCCc1cc(=O)[nH]c(SCC(=O)c2[nH]c(C)c(C(=O)OCC)c2C)n1	32	0%	-14%	-7%	6%	-3	-3%
4	O=C(Nc1cccc(-c2cn3ccccc3n2)c1)c1cccc(Cl)c1	-10	-8%	?	2%	?	10	-44%
5	CC(=O)Nc1ccc(S(=O)(=O)N2CCCC2)cc1	5	7%	?	0%	5%	8	-2%
6	Cc1cc(OCCCC(=O)N2CCCCC2)cc(C)c1Cl	32*	-3%	-9%	2%	23%	13*	125%[activator]
7	Cc1ccc(C(=O)NCCNS(=O)(=O)c2ccccc2[N+](=O)[O-])cc1	.	0%	-1%	4%	?	3	-10%
8	COc1ccc(C(=O)NCC(c2ccccc2)N2CCCC2)cc1S(=O)(=O)N1CCOCC1 (stereo not drawn)	.	-1%	?	.	?	.	-17%
9	O=c1oc2cc(O)ccc2cc1S(=O)(=O)c1ccccc1	-5	6%	16%	-4%	5%	-2	-8%
10	CC(NC(=O)c1ccco1)C(=O)OC(C)C(=O)NCc1ccccc1 (stereo not drawn)	-4	1%	-1%	1%	16%	3	-19%
11	O=C(Cc1ccccc1)CC1(O)C(=O)Nc2ccccc21 (stereo not drawn)	-5	-15%	29%	6%	-17%	-3	-9%
12	CCn1c(O)c(C(=O)CC2NCCc3ccccc32)c(=O)n(CC)c1=S (stereo not drawn)	30	-16%	23%	8%	59%[activator]	8	-30%
13	COc1cccc(C(=O)Nc2ccc(S(=O)(=O)NCc3ccco3)cc2)c1	76	0%	.	4%	-4%	20	-60%
14	COc1ccc(-n2c(N)c(-c3nc4ccccc4n3C)sc2=S)cc1	20	-12%	28%	-2%	0.93µM*	10	-8%
15	CCOC(=O)c1c(CN2CCOCC2)oc2ccc(OC)cc12	19	-10%	.	2%	15%	-3	13%
16	Cc1c(/C=N\NC(=O)c2cccc(F)c2)cnn1C	92*	4%	7%	-8%	25%	45*	4%
17	COCCNC(=O)/C(C#N)=C/C=C/c1ccccc1	43	-20%	?	0%	13µM*	17*	-20%
18	COc1ccc(C(=O)OCC(=O)NC2CC2)cc1S(=O)(=O)N(C)Cc1ccccc1	.	-1%	6%	.	18%	.	38%
19	O=C(NC(=S)Nc1ccccc1O)c1ccc(Cl)cc1Cl	94*	-1%	16%	-4%	27%	30*	-38%
20	Cc1ccc(C23CC4CC(CC(C(=O)NC(C)C)(C4)C2)C3)cc1	1	-1%	9.3µM*	-5%	-17%	2	39%
21	Cc1[nH]c(=O)[nH]c1C(=O)CCCCC(=O)OCC(=O)Nc1ccccn1	32	2%	1%	0%	35%[activator]	-1	-10%
22	COC(=O)C1CCN(S(=O)(=O)c2c(C)n(C)c(=O)n(C)c2=O)CC1	-6	-5%	17%	-2%	-4%	-1	-9%
23	CCCc1c(C)nc2c(OC)cccc2c1SCC(=O)O	11	-5%	2%	-1%	?	-1	-17%
24	CCOc1ccccc1/C=N/Nc1nc2ccccc2o1	49*	-1%	?	-3%	-29%	11*	-19%
25	COC(=O)C1CN(S(=O)(=O)c2ccccc2)CCN1S(=O)(=O)c1ccccc1 (stereo not drawn)	-4	0%	?	2%	.	-10	-5%

no.	structure	Shiga inhibitor	Tb PYK inh	Pf growth 96h	LmPK inhibitor	Pf growth 48h	CHX counter	AmpC inh no detg
26	NC(=O)CC(NC(=O)Cc1cccc2ccccc12)c1ccc(NCCc2ccc(F)cc2)c([N+](=O)[O-])c1 (stereo not drawn)	3	-8%	2%	4%	?	-4	-11%
27	O=C(NCCN1CCOCC1)c1ccc(CSCc2cccc(Cl)c2)o1	-7	1%	?	-2%	4%	-8	109%[activator]
28	CCOC(=O)C1CCN(C(=O)C(=O)c2cn(CC(=O)N3CCCCCC3)c3ccccc23)CC1	8	-5%	10µM*	-2%	12µM*	-3	121%[activator]
29	O=C(NCCc1cnccn1)C1CCC(=O)N(Cc2ccc(Cl)cc2)C1 (stereo not drawn)	-33	3%	24%	2%	13%	-2	-18%
30	CCCOC(=O)Nc1ccc(S(=O)(=O)Nc2ncccn2)cc1	-1	-4%	-2%	1%	5%	-6	-5%
31	COc1ccc(NC(=O)c2cc3c(s2)CCC(C)C3)cc1S(=O)(=O)N1CCOCC1 (stereo not drawn)	11	-8%	7.4µM*	-1%	?	10	165%[activator]
32	COc1ccc2cc(C(=O)N3CCN(c4ccccc4F)CC3)[nH]c2c1	-3	35%[activator]	-6%	-3%	-1%	16	-4%
33	CN1C(=O)N(C)C2(c3ccccc3)Nn3c(s/c(=C/c4ccco4)c3=O)=NC12c1ccccc1 (stereo not drawn)	-16	-4%	128%[activator]	6%	12µM*	5	54%
34	COc1ccc(-n2nc3c(c2NC(=O)c2ccc4c(c2)OCO4)CS(=O)(=O)C3)cc1	-3	4%	55%[activator]	0%	?	11	-29%
35	COc1ccc(S(=O)(=O)N2CCCC2CNC(=O)C(=O)NCc2ccccc2)cc1 (stereo not drawn)	.	-11%	?	.	?	.	32µM*
36	CC(=O)NC(=S)Nc1ccc(NC(=O)c2cccs2)cc1	32*	-7%	0%	-5%	?	28*	-8%
37	COc1ccc(-c2nc(SCC(=O)N3CCOCC3)n[nH]2)cc1	12	1%	.	0%	24%	7	-27%
38	CCSc1nnc(NC(=O)c2cccnc2)s1	35	-9%	-12%	-12%	34%[activator]	17*	-30%
39	O=c1c2nncn2c2cccnc2n1CCNc1ncc(C(F)(F)F)cc1Cl	4	2%	-19%	-7%	?	-4	-5%
40	CC(C)(C)NC(=S)N1CCC(C(=O)c2ccc(F)cc2)CC1	-9	-3%	?	2%	?	-2	-7%
41	COc1cccc(CN2CCNCC2)c1OC	-14	-1%	?	0%	15%	1	-13%
42	CN(C)C(=O)C[n+]1ccc(C(N)=O)cc1	11	5%	19%	1%	5%	-2	-14%
43	Cc1ccc(N2C(=O)NC(=O)/C(=C\c3cc(C)n(-c4sc5c(c4C#N)CCCC5)c3C)C2=O)cc1	-5	-13%	?	-4%	-1%	-7	-34%
44	COc1ccc(NC(=O)CN2CC(C)OC(C)C2)cc1Cl (stereo not drawn)	-3	-5%	103%[activator]	-9%	?	-5	-13%
45	O=S(=O)(Nc1cccc(-n2cnnn2)c1)c1cc(Br)ccc1Br	-5	5%	22%	17%	16%	-6	-39%
46	COc1cccc(N2C(=NC(=O)C3CCCCC3)SC3CS(=O)(=O)CC32)c1 (stereo not drawn)	-5	1%	34%[activator]	7%	11%	-1	65%[activator]
47	COc1ccc(NC(=O)CCCN2C(=O)C3C4C=CC(C4)C3C2=O)c(OC)c1 (stereo not drawn)	9	1%	.	4%	-21%	-2	-20%
48	O=C(O)c1cccc2c3c([nH]c12)CCCC3	-6	-1%	?	-2%	-6%	-3	-8%
49	COC(=O)Nc1ccc(S(=O)(=O)n2cnc3ccccc32)cc1	-3	-6%	44%[activator]	-8%	.	-4	-6%
50	CCn1c(=O)n(CC(=O)Nc2cc(OC)c(OC)c(OC)c2)c(=O)c2ccccc21	1	1%	8%	2%	.	-1	33%

no.	structure	Shiga inhibitor	Tb PYK inh	Pf growth 96h	LmPK inhibitor	Pf growth 48h	CHX counter	AmpC inh no detg
51	COc1ccc(CN2CCN(c3ccc(F)cc3)CC2)c(OC)c1OC	-7	2%	23%	2%	-5%	-2	25%
52	c1ccc(COC2CCCN(Cc3nc(-c4cnccn4)no3)C2)nc1 (stereo not drawn)	9	2%	-3%	-5%	?	8	10%
53	CCOC(=O)C1CCCN(Cc2c(C(=O)N3CCOCC3)nc3ccccn23)C1 (stereo not drawn)	-8	2%	9.3µM*	-2%	61%[activator]	-1	1%
54	O=C(Oc1ccc2c(-c3ccccc3)cc(=O)oc2c1)c1cccs1	-3	2%	0%	0%	13%	-3	-49%
55	CC(=O)N(c1ccc(C)cc1)C1C=CS(=O)(=O)C1 (stereo not drawn)	2	1%	4%	11%	.	2	-3%
56	Cc1cc(=O)n2[nH]c(N3C(=O)CCC3=O)nc2n1	-2	-1%	?	6%	21%	-4	-8%
57	COC(=O)c1ccccc1NC(=O)C(C)Oc1ccccc1 (stereo not drawn)	-3	?	1%	6%	7.4µM*	-3	-21%
58	CC(=O)Oc1cc2c(C(=O)NCCN3CCOCC3)c(C)oc2c2ccccc12	45*	-7%	16%	2%	41%[activator]	23*	89%[activator]
59	O=C(N/N=C/c1ccco1)C1CCCC1	-2	1%	-4%	-9%	14%	2	2%
60	COc1cc([N+](=O)[O-])cc(/C=N/NC(=O)CSc2nnc(-c3ccccc3)n2C)c1O	-3	3%	18%	5%	7%	-3	-9%
61	CCCOC(=O)CC1C(=O)NCCN1Cc1ccc(F)cc1 (stereo not drawn)	-12	1%	16%	14%	.	-4	4%
62	O=C(NCc1cccc(C(F)(F)F)c1)N1CCN(S(=O)(=O)c2ccccc2F)CC1	2	-2%	-10%	-8%	-12%	-3	14%
63	COc1ccc(CCNC(=O)C2CCN(S(=O)(=O)c3ccc(OC)c(OC)c3)CC2)cc1OC	21	2%	?	-2%	0%	9	46%
64	COc1ccc(N2CCN(CC(=O)Nc3ccc(C)cc3)CC2)cc1	-6	2%	?	-3%	-13%	-3	79%[activator]

Rewritten in transposed form: two of the compounds above.
59. O=C(N/N=C/c1ccco1)C1CCCC1
60. COc1cc([N+](=O)[O-])cc(/C=N/NC(=O)CSc2nnc(-c3ccccc3)n2C)c1O
assay / entry	59	60
Shiga inhibitor	-2	-3
Tb PYK inh	1%	3%
Pf growth 96h	-4%	18%
LmPK inhibitor	-9%	5%
Pf growth 48h	14%	7%
CHX counter	2	-3
AmpC inh no detg	2%	-9%

Laid out differently: entries from further up
52	c1ccc(COC2CCCN(Cc3nc(-c4cnccn4)no3)C2)nc1 (stereo not drawn)
  Shiga inhibitor: 9
  Tb PYK inh: 2%
  Pf growth 96h: -3%
  LmPK inhibitor: -5%
  Pf growth 48h: ?
  CHX counter: 8
  AmpC inh no detg: 10%
53	CCOC(=O)C1CCCN(Cc2c(C(=O)N3CCOCC3)nc3ccccn23)C1 (stereo not drawn)
  Shiga inhibitor: -8
  Tb PYK inh: 2%
  Pf growth 96h: 9.3µM*
  LmPK inhibitor: -2%
  Pf growth 48h: 61%[activator]
  CHX counter: -1
  AmpC inh no detg: 1%

High-throughput results: PubChem, National Center for Advancing Translational Sciences (NCATS)
